Screening data (PubChem)
NR5A2 inv ag: NR5A2 inverse agonism in reporter assay; O00482; HEK293T StAR-luciferase reporter, LRH-1 transfected, 24 h; inhibition, % at 3.6 µM; hit rate 0.13% among 360,000; AID 602396;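 active = inhibition above the mean inhibition of all tested compounds plus 3 SD, cut at about 73% in these data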;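 note: 0% = DMSO wells and 100% = reporter-only cells lacking LRH-1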
TLR9-MyD88 block: inhibitors of human TLR9-MyD88 binding; inhibition, % at 4.98 µM; CHO BLA complementation TLR9-MyD88, CCF4 FRET ratio; hit rate 0.21% among 340,000;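 active = inhibition above the mean over all tested compounds plus 3 SD, cut at about 21% in these data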;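 note: 0% = DMSO only wells and 100% = clavulanate BLA inhibitor control wells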
Vif imaging: blocks HIV Vif function; HEK293T cells, Vif self-association by quenched fluorescence, imaging, 24 h; inhibition, % at 7.49 µM; hit rate 0.35% among 340,000; in the data active = inhibition above about 50%, passing the limit was not always enough; note: some results filed as inactive read as strong as hits
EBV LMP1 NFkB: Epstein-Barr LMP1 NF-kappaB reporter inhibition; LMP1-induced NF-kappaB luciferase reporter cells, luminescence; inhibition, % at 12.5 µM; hit rate 0.69% among 350,000; AID 504558; in the data active = inhibition above about 41%;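 note: 0% = neutral control wells and 100% = reference inhibitor control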
SRC2 inh: inhibits human steroid receptor coactivator 2; inhibition, % at 9 µM; hit rate 0.17% among 370,000; AID 651957; Q15596; HEK293 GAL4-SRC2 luciferase reporter, luminescence;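 active = inhibition above the mean inhibition of all tested compounds plus 3 SD, set per campaign, cut at about 52% in these data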;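 note: 0% = DMSO treated cells and 100% = cells given Gossypol at 36 µM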
NOD2 RIPK2 PPI: blocks binding of human NOD2 to RIPK2; O43353; CHO BLA complementation NOD2-RIPK2, CCF4 ratio; inhibition, % at 4.98 µM; hit rate 0.38% among 360,000; AID 624267; in the data active = inhibition above about 21%;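 note: 0% = vehicle only and 100% = reference blocker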
C8 TRAIL sens: caspase-8 TRAIL sensitization. NB7+C8 cells + TRAIL, ATPlite viability luminescence. inhibition (viability loss, TRAIL sensitization), % at 10 µM. hit rate 1% among 360,000. AID 624354;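 active = compounds causing at least 50% loss of cell viability in the single-dose screen, relative to plate controls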
TROY NFkB inh: inhibitors of TROY-dependent NF-kB signaling. Q293 LMP1-TROYcd NF-kB luciferase reporter, 4 h. inhibition, % at 10 µM. hit rate 0.98% among 360,000. AID 1347056;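 active = compounds whose plate-normalised and pattern-corrected inhibition of the luciferase reporter signal at the single screening dose is 50% or more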
NCOA1 inh: inhibitors of human steroid receptor coactivator 1 (SRC1); hit rate 0.12% among 360,000; inhibition, % at 3.6 µM; HEK293 GAL4-SRC1 luciferase reporter, luminescence; Q15788;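 active = inhibition above the campaign mean plus 3 SD, with each screening campaign given its own cutoff, cut at about 60% in these data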;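 note: 0% = DMSO treated cells and 100% = gossypol at 36 µM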
NCOA3 inh: inhibitors of human steroid receptor coactivator 3 (SRC3) | inhibition, % at 3.6 µM | hit rate 0.17% among 360,000 | Q9Y6Q9 | HEK293 GAL4-SRC3 luciferase reporter, luminescence;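 active = inhibition above a per-campaign cutoff, the mean of all compounds plus 3 SD, cut at about 60% in these data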;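 note: 0% = DMSO-treated cells and 100% = gossypol-treated cells at 36 µM; higher means less SRC3-driven luciferase light from the GAL4 reporter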
Target sequence (Q9Y6Q9 whole entry, looked up, the tested form may be a part): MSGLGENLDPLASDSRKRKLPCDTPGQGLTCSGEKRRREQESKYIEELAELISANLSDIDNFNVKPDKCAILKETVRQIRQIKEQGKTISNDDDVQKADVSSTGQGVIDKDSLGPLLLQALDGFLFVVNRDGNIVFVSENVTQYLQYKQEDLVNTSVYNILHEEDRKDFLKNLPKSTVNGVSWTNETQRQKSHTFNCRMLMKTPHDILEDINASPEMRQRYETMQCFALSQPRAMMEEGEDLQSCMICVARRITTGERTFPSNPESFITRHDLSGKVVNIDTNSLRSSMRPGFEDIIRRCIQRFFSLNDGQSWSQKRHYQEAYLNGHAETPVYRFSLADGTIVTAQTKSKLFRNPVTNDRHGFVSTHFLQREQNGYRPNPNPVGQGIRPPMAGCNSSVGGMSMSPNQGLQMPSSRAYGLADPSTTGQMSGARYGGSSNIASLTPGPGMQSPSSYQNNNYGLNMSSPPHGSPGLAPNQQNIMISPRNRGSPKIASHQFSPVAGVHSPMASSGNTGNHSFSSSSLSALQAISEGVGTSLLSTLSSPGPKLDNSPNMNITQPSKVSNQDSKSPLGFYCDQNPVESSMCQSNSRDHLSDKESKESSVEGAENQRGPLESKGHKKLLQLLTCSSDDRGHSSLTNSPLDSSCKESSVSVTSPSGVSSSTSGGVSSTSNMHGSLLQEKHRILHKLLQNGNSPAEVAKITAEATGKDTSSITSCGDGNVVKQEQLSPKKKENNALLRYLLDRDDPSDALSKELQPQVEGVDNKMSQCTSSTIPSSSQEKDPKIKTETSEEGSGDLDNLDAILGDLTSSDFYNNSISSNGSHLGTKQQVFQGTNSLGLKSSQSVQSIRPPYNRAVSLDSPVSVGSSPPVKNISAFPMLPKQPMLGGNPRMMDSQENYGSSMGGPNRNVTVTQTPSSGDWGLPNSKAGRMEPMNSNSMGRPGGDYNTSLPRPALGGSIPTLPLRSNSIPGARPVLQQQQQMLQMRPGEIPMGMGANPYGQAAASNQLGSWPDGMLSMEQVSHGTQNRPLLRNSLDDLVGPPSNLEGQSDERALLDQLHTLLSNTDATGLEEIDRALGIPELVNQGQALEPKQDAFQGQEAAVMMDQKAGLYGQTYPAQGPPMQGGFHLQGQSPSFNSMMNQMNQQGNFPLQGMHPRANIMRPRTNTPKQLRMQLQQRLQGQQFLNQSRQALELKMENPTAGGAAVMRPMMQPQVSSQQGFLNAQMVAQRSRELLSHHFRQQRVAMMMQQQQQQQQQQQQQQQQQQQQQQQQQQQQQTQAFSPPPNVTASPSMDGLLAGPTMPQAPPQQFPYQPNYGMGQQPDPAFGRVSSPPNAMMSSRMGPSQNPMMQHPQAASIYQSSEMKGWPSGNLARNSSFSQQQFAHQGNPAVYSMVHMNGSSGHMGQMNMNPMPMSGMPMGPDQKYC
COUP-TFII inh: inhibitors of human COUP-TFII (NR2F2). P24468. inhibition, % at 8.6 µM. hit rate 0.7% among 370,000. HEK293T NGFI-A luciferase reporter, luminescence;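 active = inhibition above a per-plate cutoff, mean inhibition of test wells between control levels plus 3 SD, cut at about 38% in these data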;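 note: cells cotransfected with COUP-TFII expression vector driving the NGFI-A reporter; 0% = median of COUP-TF2 test wells and 100% = reporter-only cells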
The depositor's hits bear a star; . = not tested or not shown.

SMILES	NR5A2 inv ag	TLR9-MyD88 block	Vif imaging	EBV LMP1 NFkB	SRC2 inh	NOD2 RIPK2 PPI	C8 TRAIL sens	TROY NFkB inh	NCOA1 inh	NCOA3 inh	COUP-TFII inh
O=C(Cn1cc2c(n1)CCCCC2)NC1CCCCCC1	-46	-14	-11	-5	-55	-8	1	-49	-44	-26	-8
Cn1c(=O)[nH]c(=O)c2c1nc(N1CCCCC1)n2CCSc1ncccn1	4	-8	-4	3	11	-4	-19	-2	6	-7	17
O=C(CN(Cc1ccco1)C(=O)CNS(=O)(=O)c1ccccc1)NC1CCCCC1	17	7	6	-10	-26	-6	-22	-15	-9	10	7
O=[N+]([O-])c1ccc(S(=O)(=O)NCC(c2cccnc2)N2CCc3ccccc32)cc1 (centres undefined)	0	1	-2	-9	6	1	-11	-13	-6	4	-5
COc1ccc(-c2c3c(=O)n(C)c(=O)n(C)c3cn2NC(C)=O)cc1	14	7	-4	-4	-17	-20	13	-7	-9	-11	-4
CNc1cc(=O)n(C)c(=O)n1-c1ccccc1	-2	5	5	-6	-38	1	10	-10	3	13	-19
COc1ccc(N2CCN(c3ncnc4nc[nH]c34)CC2)cc1	-27	-12	12	4	-25	-2	10	2	-11	-11	5
OCCN1CCN(C(=S)Nc2ccccc2)CC1	10	6	-6	1	-15	-11	-16	3	4	13	-6
COc1ccc(CNC(=O)[C@H](C)NC(=O)[C@@H]2Cc3ccccc3CN2)cc1	-2	0	-2	2	-13	-4	-8	3	-19	1	-12
CC1CCCN(CCCN2C(=O)C3C(C(=O)Nc4cccc(Cl)c4)C4C=CC3(O4)C2C(=O)NC2CCCCC2)C1 (centres undefined)	8	-5	0	0	-7	-14	12	2	13	3	4
N#Cc1ccc(-c2cn(-c3ccccc3)c3[n+]2CCCS3)cc1	-7	-1	4	-6	1	-1	5	-7	-4	6	1
O=C(CSc1nc2ccccc2c(=O)[nH]1)Nc1ccc(Br)cc1	25	1	-9	-9	24	-3	-3	-5	6	2	6
CC(=O)c1sc(Nc2nc3ccc(F)cc3s2)nc1C	-92	-5	.	-25	-74	7	35	-28	-72	-45	-43
O=C(NCC(c1ccco1)N1CCN(c2ccccc2)CC1)C1CCCCC1 (centres undefined)	-7	2	-4	1	22	5	2	9	-3	-5	8
N#Cc1ccc(OCc2nnc(SCC(=O)N3CCCc4ccccc43)n2-c2ccccc2)cc1	4	-2	-3	2	12	-10	21	14	7	1	-1
CCOc1cc(C)c(C(C)C)cc1S(=O)(=O)N1CCN(C)CC1	16	-3	.	-7	11	-5	3	-22	12	6	-4
CC1(C)Cc2ccccc2-c2nnc(SCC(=O)N3CCN(c4ccccc4)CC3)n21	-10	-6	-25	15	13	-15	8	24	8	23	25
CC(C)COC(=O)N1CCCCC1c1cc(C(=O)Nc2ccc3c(c2)OCO3)no1 (centres undefined)	-6	.	5	.	-14	-9	3	16	9	-11	-4
CC(=O)c1c(NC(=O)C(C)C)nc(C)nc1-c1ccccc1	-2	2	.	4	-10	0	2	-9	-13	10	-2
CC(C)(C)NC(=O)CSc1nc2ccc(NC(=O)CSc3nnnn3Cc3ccccc3)cc2s1	38	-2	-21	3	11	-12	36	50*	33	38	67*
CC(=O)N1CCCc2cc(S(=O)(=O)N3CCCC(C(=O)NCc4ccc(Cl)cc4)C3)ccc21 (centres undefined)	18	5	-4	15	18	2	7	11	15	33	21
CC(C)(O)c1cc2ccccc2c(=O)o1	9	6	7	-6	-4	0	-25	-11	1	-8	-5
O=C1CC(N2CCN(Cc3ccccc3)CC2)C(=O)N1c1ccc2c(c1)OCCO2 (centres undefined)	-4	3	0	-1	1	-1	-2	14	-3	10	8
CCN1CCN(c2nc3c(C)cccn3c(=O)c2/C=C(\C#N)S(=O)(=O)c2ccccc2)CC1	6	-9	.	4	-38	-1	6	16	-8	-1	-8
COC(=O)CNC(=S)NC(=O)c1ccc(C(C)(C)C)cc1	-18	-8	3	-12	-13	-4	24	-52	-27	-16	-4
Continuation:
SMILES	NR5A2 inv ag	TLR9-MyD88 block	Vif imaging	EBV LMP1 NFkB	SRC2 inh	NOD2 RIPK2 PPI	C8 TRAIL sens	TROY NFkB inh	NCOA1 inh	NCOA3 inh	COUP-TFII inh
C=CCn1c(N)c(C(=O)NCC2CCCO2)sc1=S (centres undefined)	-5	2	1	-2	-12	-8	-1	-14	-13	8	3
CCOc1cc(OCC)cc(C(=O)N2CCC[C@H]2C(=O)N2CCC[C@H]2C(=O)NCc2cccc(OC)c2)c1	-28	.	.	.	-15	0	-10	3	.	.	4
COc1ccc(CC(=O)NNc2ncnc3c2cnn3-c2ccc(C)cc2)cc1OC	-22	2	-2	1	-24	-1	-9	-8	-30	2	10
COC(=O)c1ccc(CSCc2ccc(C(=O)OC)o2)o1	-19	2	-16	3	-29	6	6	14	-6	-8	-9
COc1c(C)cc(C(=O)C2CCCN(C(=O)c3snnc3C)C2)cc1C (centres undefined)	21	1	42	9	8	0	9	-5	14	-7	6
CC1=C(C(=O)N(C)C)CC(CC(=O)NC(c2ccccc2)c2ccccc2)C(=O)N1Cc1ccc(C(C)(C)C)cc1 (centres undefined)	-2	-7	-3	3	9	1	-6	19	4	8	14
CCOC1=C/C(=C/c2c(N)n3nc(CC(=O)N4CCCC4)sc3nc2=O)C=CC1=O	33	3	-3	4	-12	-16	3	10	0	2	15
O=C(C1CCC(Cn2c(=S)[nH]c3ccccc3c2=O)CC1)N1CCN(c2ccccc2)CC1 (centres undefined)	2	5	-41	11	-3	2	15	20	-15	8	36
Cc1cccc(NC(=O)CSCC(=O)Nc2cc(Cl)ccc2N2CCOCC2)c1	3	-5	-12	2	-10	9	4	-1	3	16	-1
CSc1nc(N)c2cn[nH]c2n1	10	0	-8	13	-28	7	8	-2	6	-4	9
COc1ccc(OC)c(C(=O)COC(=O)COc2ccccc2F)c1	-5	-3	8	-1	-5	-2	-16	5	6	2	-14
CCOC(=O)c1c(NC(=O)CN2CCN(c3ccc(Cl)cc3)CC2)sc(C)c1C	-1	-14	.	10	-4	-9	-11	3	-5	17	-5
O=C(Nc1cccc(S(=O)(=O)N2CCOCC2)c1)c1cnn2c(C(F)F)cc(-c3ccccc3)nc12	0	-8	-1	-2	-26	-1	-7	-1	-1	4	11
O=C(Cc1ccc(F)cc1)N[C@@H]1c2ccccc2CC[C@@H]1O	-8	2	18	-5	-6	0	-6	-5	-9	2	7
CS(=O)(=O)N(CC(=O)NC1CC2CCC1C2)c1cccc(C(F)(F)F)c1 (centres undefined)	-3	0	2	-7	12	1	19	3	-12	19	-35
Nc1cccnc1S(=O)(=O)c1cccc(C(F)(F)F)c1	3	-1	1	-2	19	-10	-19	20	-13	18	6
CC(C)C[C@H]1CN(CCCC[C@@H]2CNC(=O)C(=O)N2CCc2ccccc2)C(=O)C(=O)N1CCc1ccc(O)cc1	8	.	.	.	13	-11	8	-1	.	.	0
Cc1nc2ccc(S(=O)(=O)Nc3cccc(-c4nc5cccnc5s4)c3C)cc2s1	-16	-6	-11	3	9	3	5	46	-1	8	24
COc1cc2c(cc1OC)CN(C(=O)C1CCCN(C(=O)c3ccc(Cl)cc3)C1)CC2 (centres undefined)	-1	-16	12	2	19	-4	-4	3	-17	13	5
COc1ccc(CNC(=O)c2ccc(CNc3c(NC4CCCCC4)c(=O)c3=O)cc2)cc1	19	-1	.	-2	3	-9	0	-9	-12	14	-8
Cc1csc(SCCn2c(N3CCN(c4ccccc4)CC3)nc3c2c(=O)[nH]c(=O)n3C)n1	2	-1	57*	5	-30	10	-3	.	-13	-3	-2
CCOC(=O)C1(C)NC(c2ccc(N(C)C)cc2)C2C(=O)N(CC)C(=O)C21 (centres undefined)	13	5	4	-2	2	2	-7	-25	-7	6	9
CSc1nc(SCc2ccccc2)[nH]c(=O)n1	4	-3	1	3	-12	-35	-8	-30	4	11	-6
COc1ccc(S(=O)(=O)N2c3ccccc3OCC2C)cc1 (centres undefined)	29	.	-4	9	32	3	-28	26	4	17	-1
CCn1c(COc2cccc3cccnc23)nnc1SC(F)F	-8	-6	-4	-9	-6	-6	-16	7	-10	-1	-6

The closing two compounds of the part before come first, to join the parts.
SMILES	NR5A2 inv ag	TLR9-MyD88 block	Vif imaging	EBV LMP1 NFkB	SRC2 inh	NOD2 RIPK2 PPI	C8 TRAIL sens	TROY NFkB inh	NCOA1 inh	NCOA3 inh	COUP-TFII inh
COc1ccc(S(=O)(=O)N2c3ccccc3OCC2C)cc1 (centres undefined)	29	.	-4	9	32	3	-28	26	4	17	-1
CCn1c(COc2cccc3cccnc23)nnc1SC(F)F	-8	-6	-4	-9	-6	-6	-16	7	-10	-1	-6
CCCCNc1c(-c2ccc(SC3CCCCC3)c(OC)c2)nc2ccc(Cl)cn12	-22	11	6	3	-8	9	0	9	-6	15	8
C[C@@H]1CN([C@H](C)CO)C(=O)c2cc(Br)cnc2O[C@@H]1CN(C)C(=O)Nc1ccccc1	11	-6	3	-8	18	4	-10	0	-1	9	18
CCC1CCCCN1c1ccc([N+](=O)[O-])cc1/C=N/NC(=O)Cn1c2ccccc2c(=O)c2ccccc21 (centres undefined)	2	-2	1	33	-30	7	74*	-3	15	1	-3
CC(C)NC(=O)CSc1ccccc1C(=O)NNC(=O)Cn1ccc(C(F)(F)F)n1	-2	4	18	-10	-23	6	-24	-3	-2	5	-22
COC(=O)C(CCSC)NC(=O)c1cc2c(n(-c3ccc(C)cc3)c1=O)CCCC2=O (centres undefined)	15	7	-1	11	-16	5	-2	-5	21	13	10
Cc1cc(C(=O)COC(=O)Cc2n[nH]c(=O)c3ccccc23)c(C)n1-c1ccc2c(c1)OCO2	-20	3	-4	0	8	-3	26	3	2	6	8
COc1ccc(C(=O)NCC(=O)NCc2cc(=O)n(C)c(=O)n2C)cc1	-14	1	1	-8	0	-2	-8	-8	-10	-21	-18
CCOc1ccccc1CN1CCN(Cc2ccc3cccc(OC)c3n2)CC1CCO (centres undefined)	8	-14	7	34	-17	1	-4	-1	-8	-3	-9
Clc1ccc(CN2C3=NCCCN3c3ccccc32)cc1Cl	8	9	3	7	-15	7	7	-9	2	14	11
CCCCC(=O)Nc1ccccc1N1CCOCC1	-17	-11	0	-8	14	7	-6	12	2	11	4
COc1cccc(C(=O)NCCN2CCN(c3ccc(Cl)cc3)CC2)c1	15	-4	-6	11	27	-5	-13	1	6	6	13
CCOC(=O)c1cc(-c2ccccc2C)nn1Cc1cc(C)no1	-12	-5	-7	58*	-24	-4	-5	-69	-40	-35	-33
O=C(CCCn1c(=O)[nH]c2ccsc2c1=O)N1CCCCC1	21	-3	6	3	-3	-5	13	9	5	17	-7
Cc1ccc(NC(=O)C(c2ccc(Cl)cc2)N2CCCCC2)cc1 (centres undefined)	-28	2	-7	18	-43	3	14	-23	-15	15	2
CCOC(=O)c1nnc(-c2ccccc2)nc1NCc1ccc(Cl)cc1	16	2	-12	9	-6	-10	-4	-2	-2	10	-7
COC(=O)[C@]12CCCCC=C1N(Cc1ccc3c(c1)OCO3)C(=O)[C@H](CC(=O)NCc1ccc(C)o1)C2	-11	.	.	.	-22	-10	2	.	.	.	3
CS(=O)c1ccc(-n2c(=O)n(Cc3ccccc3)c(=O)c3[nH]cnc32)cc1 (centres undefined)	3	-8	-12	-4	5	-5	-14	2	5	-17	11

The list is partial; count on the stated rates, not on these rows.
